STK33 inh = inhibitors of purified STK33 kinase, primary screen, biochemical, ADP-Glo luminescence, homogeneous, cell-free; inhibition, % at 10 µM; Serine/threonine-protein kinase 33 (Homo sapiens), Q9BYT3; MBP phosphorylation; actives 0.073% (n = 320,000);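 active means inhibition at or above 25%, using the most active replicate where run in duplicate; inactive means inhibition below 25%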
Target sequence (Q9BYT3 whole entry, looked up): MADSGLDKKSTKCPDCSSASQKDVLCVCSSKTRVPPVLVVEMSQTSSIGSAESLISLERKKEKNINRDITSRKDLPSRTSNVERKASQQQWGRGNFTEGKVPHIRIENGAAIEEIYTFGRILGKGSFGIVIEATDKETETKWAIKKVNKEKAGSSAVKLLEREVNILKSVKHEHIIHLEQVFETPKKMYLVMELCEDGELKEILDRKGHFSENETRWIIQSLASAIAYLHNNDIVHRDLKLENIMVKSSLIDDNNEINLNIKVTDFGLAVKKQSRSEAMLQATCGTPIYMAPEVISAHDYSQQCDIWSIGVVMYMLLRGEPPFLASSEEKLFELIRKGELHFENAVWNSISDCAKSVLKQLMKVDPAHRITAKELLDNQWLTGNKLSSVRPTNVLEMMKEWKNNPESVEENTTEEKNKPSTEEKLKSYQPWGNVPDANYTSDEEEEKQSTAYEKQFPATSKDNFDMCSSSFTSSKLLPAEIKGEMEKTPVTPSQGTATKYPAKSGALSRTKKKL
KCNQ2 block = KCNQ2 potassium channel inhibitors, primary screen, cell-based, CHO-K1, FluxOR thallium flux, B-score (AID 2156); Potassium voltage-gated channel subfamily KQT member 2 (Rattus norvegicus), O88943; 20 min; hits give low values; B-score at 10 µM; actives 1.1% (n = 310,000);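 active means fluorescence ratio B-score at most minus 3 library SDs, with starting brightness B-score within 2 library SDs, cut at about -5.5 in these data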
OX1R FRET antag = antagonists of human orexin 1 receptor (OX1R) | OX1R-expressing cells, FRET antagonist read-out | inhibition, % at 6.6 µM | actives 1.8% (n = 330,000) | AID 485270, 2010; in the data active means inhibition mostly above about 38%, no sharp cut-off; inactive means mostly below about 40%;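 further: 0% = agonist challenge alone and 100% = reference antagonist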
Target sequence (O43613 whole entry, looked up): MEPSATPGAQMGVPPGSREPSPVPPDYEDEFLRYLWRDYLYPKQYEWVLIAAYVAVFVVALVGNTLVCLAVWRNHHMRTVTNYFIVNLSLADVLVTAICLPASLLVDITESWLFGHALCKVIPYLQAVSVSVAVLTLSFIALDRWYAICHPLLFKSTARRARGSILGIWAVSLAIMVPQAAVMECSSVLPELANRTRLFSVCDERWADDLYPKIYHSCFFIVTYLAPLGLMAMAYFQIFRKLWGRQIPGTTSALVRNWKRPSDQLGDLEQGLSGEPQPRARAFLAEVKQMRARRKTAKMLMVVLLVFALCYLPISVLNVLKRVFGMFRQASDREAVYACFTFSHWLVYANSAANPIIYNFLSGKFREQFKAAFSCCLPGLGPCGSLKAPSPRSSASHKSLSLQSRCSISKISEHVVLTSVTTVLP
* = called active by the depositor; i = inactive; · = not tested or not shown; & = joins results of further samples.

SMILES	STK33 inh	KCNQ2 block	OX1R FRET antag
COC(=O)Cc1c(C)c2ccc(OC(=O)c3ccco3)cc2oc1=O	0.9	i	31
COc1ccc(/C=C2\SC(N)=NC2=O)cc1Br	-0.8	i	46
CCOC(=O)c1c(C)[nH]c(NC(=O)N2CCOCC2)c1C	0.6	i	23
Cc1ccc2nc(C(Cl)(Cl)Cl)nc(N/N=C/c3ccncc3)c2c1	-3.5	i	16
Cc1cc(C)nc(N2CCCC(C(=O)NC3CCCC3)C2)n1 (stereo not given)	-1.0	i	21
CCN1CCN(S(=O)(=O)c2ccc(Oc3ccccc3OC)cc2)CC1	-0.4	i	19
COc1cccc([C@@H]2CC=C(C(=O)O)[C@H](c3ccccc3)N2S(=O)(=O)c2ccc(C)cc2)c1	-1.0	·	24
CCNS(=O)(=O)c1ccc(NC(=O)Nc2cccc(OC)c2)cc1	-3.7	i	5
COc1cccc(NC(=O)NCc2ccccc2Cl)c1	-3.9	i	4
O=C(Nc1ccc(O)cc1)c1cc2n(n1)C(C(F)(F)F)CC(c1ccco1)N2 (stereo not given)	1.9	i	1
Cc1ccccc1CNc1ccc(C(CC(N)=O)NC(=O)c2ccc(Br)cc2)cc1[N+](=O)[O-] (stereo not given)	7.3	i	0
CC(CCN1CCN(c2ccc(F)cc2)CC1)c1ccccc1 (stereo not given)	2.4	i	5
CCOc1ccc(NC(=O)C2=NN(c3ccccc3)C(=O)CC2)cc1S(=O)(=O)N1CCCCC1	0.1	·	1
Cc1ccc(S(=O)(=O)NCCCCCC(N)=O)cc1	-1.6	i	26
Cn1ncc(N=Cc2ccccc2[N+](=O)[O-])c1C(N)=O	1.2	i	6
Clc1cc(Cl)c2nc(N3CCCC3)sc2c1	0.5	i	13
COc1ccc(N(CC(=O)N/N=C/c2ccc3c(c2)OCO3)S(=O)(=O)c2ccccc2)cc1	1.0	i	5
CNC(=O)C1CC(=O)N(CCc2ccccc2)C(=Nc2ccc(OC)cc2)S1 (stereo not given)	0.4	i	13
O=C(Nc1cccc(-c2ccc(N3CCOCC3)nn2)c1)c1ccccc1	0.3	i	12
Cc1ccc(/C=C/C(=O)O)cc1S(=O)(=O)Nc1ccc(C(=O)O)cc1	-1.1	i	14
CC(=O)OCC1(C)CN(c2ccccc2)N(C(=O)c2ccc(F)cc2)C1=O (stereo not given)	0.6	i	6
CCOC(=O)c1ccc(N2Cc3ccccc3C2=NC(=O)c2cccc([N+](=O)[O-])c2)cc1	-1.6	i	39
Cc1cc(C)c(S(=O)(=O)/N=C2\C=CC(=O)C(Cl)=C2)c(C)c1	0.6	·	17
O=C(CNC(=O)c1ccco1)N/N=C/c1c[nH]c2ccccc12	-0.5	i	0
Cc1ccccc1C(=O)NNc1ncnc2c1cnn2C	-0.3	i	6
CCNS(=O)(=O)c1ccc(CCC(=O)N2CCN(c3ccc(OC)cc3)CC2)cc1	-0.5	i	-3
Cc1ccc(NC(=O)CSc2nc(N)cc(=O)[nH]2)cc1S(=O)(=O)N1CCCCCC1	0.5	·	5
COc1ccc(-c2[nH]n(-c3ccc([N+](=O)[O-])cc3)c(=O)c2C=NCc2ccncc2)cc1	-1.7	i	7
O=S(=O)(NCCCCNS(=O)(=O)c1ccc(F)cc1)c1ccc(F)cc1	0.6	i	-2
O=C(CN(Cc1ccco1)C(=O)CNS(=O)(=O)c1ccc(Cl)cc1)NCC1CCCO1 (stereo not given)	-1.0	i	5
CC1CCN(S(=O)(=O)c2ccc3c(ccn3CCC(=O)NC(C)C)c2)CC1	-1.1	i	11
COC(=O)c1nn(-c2ccccc2)c(=O)cc1Oc1ccccc1	-0.6	i	6
CCOC(=O)c1cc(S(=O)(=O)N2CCN(c3ccccc3OC)CC2)cn1C	-0.5	i	14
O=C1NC(NS(=O)(=O)c2ccccc2)(C(F)(F)F)C(=O)N1Cc1ccccc1 (stereo not given)	0.9	i	24
CSc1ncccc1C(=O)Nc1ccc2c(c1)OCCO2	-0.2	·	13
CCCCN(C(=O)c1ccc(S(=O)(=O)N(CC)CC)cc1)c1c(N)n(CCC)c(=O)[nH]c1=O	-1.7	i	9
O=C(CN1NS(=O)(=O)c2ccccc2C1=O)Nc1ccccc1OC(F)F	0.2	i	23
COc1ccccc1NC(=O)CC1S/C(=N/N=C2\CCCc3ccccc32)NC1=O (stereo not given)	1.2	i	54*
Cc1nc2nc[nH]n2c(=O)c1CCC(C)C	-1.9	i	10
CCOc1cc(CNc2nn[nH]n2)ccc1OCC(=O)NC(C)(C)C	-0.2	i	12
CC1Cn2c(nc3c2c(=O)[nH]c(=O)n3C)O1 (stereo not given)	-2.9	i	8
COC(=O)[C@@]12CCCN1[C@H](c1ccc(-c3ccccc3)c(OC)c1)[C@H]1C(=O)N(C)C(=O)[C@H]12	1.1	·	8
COc1cccc(NC2=C(C#N)C(=O)NC(c3cccc(OC)c3O)S2)c1 (stereo not given)	5.7	i	6
C=Cn1c(C(=O)O)ccc1-c1ccc(OC)cc1	-1.3	i	18
COc1ccc2nc3sc(C(=O)NCCN4CCc5ccccc5C4)cc3cc2c1	5.2	i	22
CSc1cccc(NC(=O)N2CCCC(CNS(=O)(=O)Cc3ccccc3)C2)c1 (stereo not given)	-0.1	i	39
O=C(CSc1nnc(NC(=O)c2cccc(F)c2)s1)NCC1CCCO1 (stereo not given)	0.6	i	21
CN1C(=S)SC(N(O)C(=O)Nc2ccc(Cl)c(Cl)c2)C1(C)C (stereo not given)	3.7	i	37
C=CCNc1nc(SC)nc2ccsc12	-0.1	i	7
COC(=O)CN(C#N)c1nc(SC)nc(N(C)C)n1	-0.2	i	-2
CC1CCN(C(=O)C(=O)c2cn(CC(=O)N3CCCCCC3)c3ccccc23)CC1	-2.4	i	29
Cc1ccc(C(=O)O/N=C(\N)Cc2cccc3ccccc23)cc1	0.5	i	7
CCO[C@H]1OC(C(N)=O)=C[C@@H](c2ccc(Br)cc2)[C@@H]1CCCO	-0.3	i	11
O=c1[nH]c(-c2cccnc2)nc2ccccc12	0.2	i	15
CCOC(=O)C(C#N)(Cc1cc(OC)cc(OC)c1)Cc1cc(OC)cc(OC)c1	-0.9	i	14
C/C(=N/OC(=O)CC(C)C)c1cc(-c2ccc(Cl)cc2)no1	-0.6	i	7
COc1ccc(NC(=O)c2ccccc2)c([N+](=O)[O-])c1	-0.2	i	37
COC(C[C@H](O)C[C@H](O)[C@@H](C)OCc1ccccc1)OC	-0.4	i	16
COc1ccc(S(=O)(=O)Nc2ccccc2C(=O)NCc2cccnc2)cc1C	2.6	i	6
CC(C)c1ccc(N=c2c([N+](=O)[O-])nn(-c3ccc4c(c3)OCCO4)n2O)cc1	-0.1	i	11

2 of the compounds above, with values ahead of the structure.
| STK33 inh | KCNQ2 block | OX1R FRET antag | SMILES |
| --- | --- | --- | --- |
| 0.2 | i | 15 | O=c1[nH]c(-c2cccnc2)nc2ccccc12 |
| -0.9 | i | 14 | CCOC(=O)C(C#N)(Cc1cc(OC)cc(OC)c1)Cc1cc(OC)cc(OC)c1 |

Next structures:
SMILES	STK33 inh	KCNQ2 block	OX1R FRET antag
CCN(CC)S(=O)(=O)c1cc(NC(=O)c2cc(-c3ccccn3)nc3ccccc23)ccc1C	-0.9	i	15
COC(=O)c1sccc1NC(=O)c1sccc1C	-0.7	i	36
O=C(CN1CCN(C2CCCCC2)CC1)NCCC1=CCCCC1	-1.9	i	2
CCOC(=O)c1ccc(NC(=O)c2cccc3c2C(=O)N(CC2CCCO2)C3)cc1 (stereo not given)	-0.2	i	15
CCCn1c(N)c(N(CCOC)C(=O)c2cc(Cl)nc3ccccc23)c(=O)[nH]c1=O	·	i	6
Cc1nn(Cc2ccccc2)c2sc(C(=O)N3CCN(Cc4ccc5c(c4)OCO5)CC3)cc12	0.1	i	41
CC(=O)O[C@H]1[C@@H](O)[C@H](O)[C@H](Oc2c(O)c(C)c3c4c2[C@@H](C)CC[C@@H]4[C@@H](C)C[C@H]3C=C(C)C)O[C@H]1C	-1.9	·	1
C=CCNC(=O)c1ccc(-c2nc(-c3ccc(Cl)c(Cl)c3)cs2)cc1	-1.1	i	15
CCCSc1cc(=O)n(-c2ccccc2)nc1C(=O)OCC	-2.1	i	27
O=C(COC(=O)CCc1nc2ccccc2s1)Nc1cccc(S(=O)(=O)N2CCOCC2)c1	2.4	i	12
Cc1cccc(C)c1OCCCN1CCOCC1	-1.2	i	-2
CC(C)COc1ccc(C(=O)NC(Cc2c[nH]c3ccccc23)C(=O)NN)cc1 (stereo not given)	0.2	i	8
CN(Cc1cn[nH]c1-c1cc2ccccc2o1)CC1CCOCC1	-1.7	i	8
COc1ccc(C(=O)N2CCOC23CCN(c2ncccn2)CC3)cc1	-1.1	i	6
Cc1ccc(S(=O)(=O)N2CCN(Cc3ccccn3)CC2)cc1	-1.0	i	12
Cn1ccsc1=NC(=O)c1ccccc1F	-0.6	i	6
N#CCCN(C(=O)COC(=O)CCNS(=O)(=O)c1ccccc1)c1ccccc1	-0.8	·	2
Cn1c(CCNC(=O)c2ccc(Cl)c(Cl)c2)nnc1SCc1ccc(Cl)c(Cl)c1	0.2	i	9
CC1CCC(C(C)C)C(OC(=O)Cn2c(-c3ccccc3)[n+](C)c3ccccc32)C1 (stereo not given)	-0.4	i	7&11
COC(=O)C1CC(c2c(OC)cc(OC)cc2OC)=NO1 (stereo not given)	-0.2	i	9
Cc1cc[n+](CC[n+]2ccc(C)cc2)cc1	-0.8	i	15
Cc1cc(C)c(C(=O)OCC(=O)NCc2cccs2)c(C)c1	-1.4	i	12
CC(=O)Nc1ccc(C(F)(F)F)cc1Cl	-0.7	i	5
CCN(CC)CCn1c2c(c(SCC(=O)Nc3nccs3)nc1=O)CCCC2	-1.1	i	16
CCCc1ccc(C(C)NC(=S)NC2CCCCC2)cc1 (stereo not given)	-0.9	i	·
CCCCNc1c(-c2cccc(Sc3ccc(OC)cc3)c2)nc2ccccn12	-0.1	·	33
Cc1ccc2c(CSc3nnc(N)s3)cc(=O)oc2c1	-0.5	i	25
CC1(C)C(=O)Nc2ccccc2N1C(=O)COC(=O)c1cc([N+](=O)[O-])ccc1N	-1.2	i	18
Cc1ccc(-c2nnn(CC(=O)N(CC3CCCO3)C(C(=O)NCC3CCCO3)c3ccc(F)cc3)n2)o1 (stereo not given)	-2.2	i	22
CCOc1cccc(/C=C/c2ccc3cccc(O)c3n2)c1OC	-2.0	i	9
COc1ccc2cc(OCC(=O)NNC(=O)Nc3ccc(C(C)=O)cc3)ccc2c1	0.7	i	5
O=[N+]([O-])c1cc2oc3c(c2c(C=NCc2ccccc2)c1O)CCCC3	-0.2	i	9
CC(C)(C)N=C1NC(=NC(C)(C)C)c2ccccc21	-1.2	i	11
CCNC(=S)N1CCN(S(=O)(=O)c2ccc(Cl)s2)CC1	-1.1	·	13
C=CCn1c(CNS(=O)(=O)c2ccc(Cl)cc2)n[nH]c1=S	-0.7	i	16
O=C(CCNC(=O)c1ccc([N+](=O)[O-])cc1)Nc1cc(Cl)ccc1N1CCOCC1	-1.5	·	4
CC(=O)N1CCN(Cc2nc3cc(NC(=O)c4ccccc4Cl)ccc3n2C)CC1	-1.4	i	-1
O=C(NCc1ccc(Cl)cc1)C1CCCN(S(=O)(=O)c2cnc[nH]2)C1 (stereo not given)	-1.1	i	13
C[C@@H]([C@@H](O)c1ccccc1)N(C)C(=O)C(N)Cc1ccccc1 (stereo not given in full)	-1.2	i	26
O=C(OCc1cccc([N+](=O)[O-])c1)c1cnccn1	-3.8	i	15
Cc1ncoc1C(=O)N1CCc2c([nH]c3ccccc23)C1C(C)(C)C (stereo not given)	-1.2	i	0
CN(C)CCNC(=O)c1ccc(Cl)s1	-0.7	i	-4
COc1c(C)cc(Br)cc1C(=O)Nc1ccccc1C	0.9	i	22
CC1(c2ccc(Cl)cc2)NC(=O)N(CC(=O)N2CCc3ccccc32)C1=O (stereo not given)	-2.4	·	-2
Cc1c(C(=O)N2CCCC2)c(S(=O)(=O)NCCc2ccccc2)c(C)n1C	6.0	i	15

In the list so far, these contain a Cl atom.
SMILES	STK33 inh	KCNQ2 block	OX1R FRET antag
Cc1ccc2nc(C(Cl)(Cl)Cl)nc(N/N=C/c3ccncc3)c2c1	-3.5	i	16
COc1cccc(NC(=O)NCc2ccccc2Cl)c1	-3.9	i	4
Clc1cc(Cl)c2nc(N3CCCC3)sc2c1	0.5	i	13
Cc1cc(C)c(S(=O)(=O)/N=C2\C=CC(=O)C(Cl)=C2)c(C)c1	0.6	·	17
O=C(CN(Cc1ccco1)C(=O)CNS(=O)(=O)c1ccc(Cl)cc1)NCC1CCCO1 (stereo not given)	-1.0	i	5
CN1C(=S)SC(N(O)C(=O)Nc2ccc(Cl)c(Cl)c2)C1(C)C (stereo not given)	3.7	i	37
C/C(=N/OC(=O)CC(C)C)c1cc(-c2ccc(Cl)cc2)no1	-0.6	i	7
CCCn1c(N)c(N(CCOC)C(=O)c2cc(Cl)nc3ccccc23)c(=O)[nH]c1=O	·	i	6
C=CCNC(=O)c1ccc(-c2nc(-c3ccc(Cl)c(Cl)c3)cs2)cc1	-1.1	i	15
Cn1c(CCNC(=O)c2ccc(Cl)c(Cl)c2)nnc1SCc1ccc(Cl)c(Cl)c1	0.2	i	9
CC(=O)Nc1ccc(C(F)(F)F)cc1Cl	-0.7	i	5
CCNC(=S)N1CCN(S(=O)(=O)c2ccc(Cl)s2)CC1	-1.1	·	13
C=CCn1c(CNS(=O)(=O)c2ccc(Cl)cc2)n[nH]c1=S	-0.7	i	16
O=C(CCNC(=O)c1ccc([N+](=O)[O-])cc1)Nc1cc(Cl)ccc1N1CCOCC1	-1.5	·	4
CC(=O)N1CCN(Cc2nc3cc(NC(=O)c4ccccc4Cl)ccc3n2C)CC1	-1.4	i	-1
O=C(NCc1ccc(Cl)cc1)C1CCCN(S(=O)(=O)c2cnc[nH]2)C1 (stereo not given)	-1.1	i	13
CN(C)CCNC(=O)c1ccc(Cl)s1	-0.7	i	-4
CC1(c2ccc(Cl)cc2)NC(=O)N(CC(=O)N2CCc3ccccc32)C1=O (stereo not given)	-2.4	·	-2
